Compound activity from PubChem.
LMNA splice mod – modulators of lamin A splicing | HeLa LMNA splicing GFP/RFP minigene ratio, 48 h | Potency, µM (top dose mostly 46.1 µM), for inactives: at the top dose ratio change, negative = inhibition, actives largely listed as inhibitors | actives 0.01% (n = 200,000); active = well fitted inhibition curve with a large enough effect in the signal ratio, with a control signal flat, not every such curve was filed as active; inconclusive = small, poorly fitted or top-dose-only effect, or effect the other way, or a change in a side signal; the % refers to the signal ratio
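S3 HeLa cells stably expressing lamin A-EGFP splicing minigene plus DsRed2, 600 cells/well, 48 h compound exposure at 37C. Laser-scanning cytometry; analysed as GFP (500-530 nm)/RFP (575-640 nm) total intensity ratio; 0.5% DMSO vehicle.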
* = called active by the depositor; ? = inconclusive; [ ] = another dose, or the depositor's remark. % is scaled to controls: 0 for no effect and ±100 for the full control effect; potency is read from the fitted curve at half-maximal effect.

SMILES | LMNA splice mod
Cc1ccc(C2c3cccn3CCN2S(=O)(=O)c2ccc([N+](=O)[O-])cc2)cc1 (stereo not given) | -11%[46 µM]
Cc1ccc(-n2c(SCC(=O)NCc3ccccc3)nc3n[nH]c(C)c3c2=N)cc1Cl | ?
CCc1nn2c(=O)cc(COC(=O)c3ccccc3NC(=O)COc3ccccc3C)nc2s1 | 10%[46 µM]
O=C(CC1N=C2c3ccccc3N=C(SCC(=O)Nc3ccc(F)cc3)N2C1=O)NCc1cccs1 (stereo not given) | -2%[46 µM]
COc1ccc(Cn2ccc3nc(C)c(C(=O)Nc4ccc(OC(F)(F)F)cc4)cc3c2=O)cc1 | ?
CC(C)C1C(=O)Nc2ccc(S(=O)(=O)NCc3ccc(Cl)cc3)cc21 (stereo not given) | 8%[46 µM]
Cc1nc(-c2cccc(NC(=O)Nc3ccccc3C(F)(F)F)c2)no1 | -8%[46 µM]
COc1cccc(N2CCN(C(=O)c3nn(C)c4c3CSc3ccc(C)cc3-4)CC2)c1 | -8%[46 µM]
COc1cc(OC)c(NC(=O)c2c(C)oc3nc(C)nc(N4CCOCC4)c23)cc1Cl | 3%[46 µM]
CCc1ccc(NC(=O)Cc2c(C(=O)O)c(C)cn2C)cc1 | 1%[46 µM]
CC(=O)c1ccc(S(=O)(=O)Nc2ccc(-c3ccc(N4CCCCC4)nn3)cc2)cc1 | -3%[46 µM]
CCSc1nc2n(n1)C(c1ccc(C(=O)O)cc1)C(C(=O)Nc1ccccc1C)=C(C)N2 (stereo not given) | 19%[46 µM]
CCOc1ccccc1CNC(=O)c1cnc2sc(N3CCOCC3)nn2c1=O | 0%[46 µM]
CCN(c1ccccc1)S(=O)(=O)c1ccc2[nH]cc(C(=O)NCc3ccc(C)cc3)c(=O)c2c1 | ?
CC(=O)c1ccc(S(=O)(=O)Nc2ccc(-c3cn4c(C)csc4n3)cc2)cc1 | -16%[46 µM]
COc1ccc(N2CCN(C(CNC(=O)c3ccc(C)cc3)c3ccc4c(c3)OCO4)CC2)cc1 (stereo not given) | ?
CCOC(=O)c1cc(S(=O)(=O)NCc2ccccc2)[nH]n1 | -16%[46 µM]
Cc1cc(C)cc(-n2ccnc2SCC(=O)Nc2nc3ccc(C)cc3s2)c1 | 12%[46 µM]
COc1ccc(-c2nn(-c3cccc([N+](=O)[O-])c3)c3c2cnc2cc4c(cc23)OCO4)cc1 | ?
CCN(CC)c1ccc(NC(=O)c2cc(C)nc3c2c(C)nn3-c2ccc(C)cc2)c(C)c1 | -10%[46 µM]
Cc1cc(-c2ccccc2)n2nc(-c3ccc(Cl)cc3)cc2n1 | -1%[46 µM]
Brc1ccc(-c2nc(N3CCN(c4ccccc4)CC3)c3ccccc3n2)cc1 | -19%[46 µM]
COc1ccc(C(=O)CCC(=O)Nc2ccc(F)cc2F)cc1 | 17%[46 µM]
CC(C)c1ccc(NC(=O)CSC2=Nc3ccccc3C3=NC(CC(=O)NCc4ccco4)C(=O)N23)cc1 (stereo not given) | -15%[46 µM]
CCc1cc(=O)[nH]c(SCc2nc(-c3ccc(C(F)(F)F)cc3)no2)n1 | 7%[46 µM]
O=C(Cn1cc(S(=O)(=O)N2CCCC2)c(S(=O)(=O)N2CCCC2)c1)Nc1ccccc1 | ?
COc1cc(-c2nc(-c3ccc4c(c3)[nH]c(=O)n4C)no2)cc(OC)c1OC | -3%[46 µM]
CSc1ccccc1-c1nnc(NC(=O)c2ccc3c(c2)OCCO3)o1 | ?
COCCn1c(C)cc(O)c(C(c2ccccc2Cl)N2CCN(c3ccccc3)CC2)c1=O (stereo not given) | -1%[46 µM]
COc1cccc(C(=O)Nc2cccc(C(=O)OCc3cc(=O)n4nc(C5CC5)sc4n3)c2)c1 | ?
Cc1cccc(NC(=O)CSc2nnc3[nH]c(=O)cc(C)n23)c1C | 20%[46 µM]
CC(=O)N1CCCc2cc(S(=O)(=O)N3CCC(C(=O)Nc4ccc(C)cc4Cl)CC3)ccc21 | 10%[46 µM]
CCOC(=O)c1ccccc1NC(=O)N1CCC(N2CCN(Cc3ccccc3)C(=O)C2=O)CC1 | 20%[46 µM]
CCN(CC)C(=O)Cn1c(=O)cc(C)c2c(C)nn(-c3cccc(Cl)c3C)c21 | ?
CCc1ccc(NC(=O)CSc2nc3ccccc3c(=O)n2CCNC(C)=O)cc1 | 11%[46 µM]
COc1cccc2c1Oc1ncccc1N(C(=O)CCC(=O)NCCC(C)C)C2 | 15%[46 µM]
CCN1CCN(c2ncc3c(n2)CCN(Cc2cc(Br)cs2)C3)CC1 | -10%[46 µM]
COc1cc(C)c(S(=O)(=O)Nc2cccc(-c3ccc(N4CCCC4)nn3)c2)cc1C | 17%[46 µM]
COC(=O)c1cnc(N2CCN(c3ccccc3F)CC2)c2ccccc12 | ?
CC1CCN(S(=O)(=O)c2ccc3c(ccc(=O)n3CC(=O)Nc3ccc(C(C)C)cc3)c2)CC1 | ?
O=C(c1noc2c1CCCCC2)N1CCN(c2ccc(Cl)cc2)CC1 | -4%[46 µM]
Cc1ccc(CNC(=O)c2cnc3c(-c4ccc(F)cc4)c(C)nn3c2C)o1 | 25%[46 µM]
Cc1ccc(CNC(=O)c2cc(S(=O)(=O)N3CCCCC3)cn2C)cc1 | -16%[46 µM]
CCc1nn2c(=O)cc(COC(=O)C(CC)c3ccccc3)nc2s1 (stereo not given) | -8%[46 µM]
COc1ccc(F)cc1S(=O)(=O)NCC(c1ccco1)S(=O)(=O)c1ccc(F)cc1 (stereo not given) | ?
O=C(NCCc1ccc(Cl)cc1)c1ccc(CS(=O)(=O)Cc2ccc(F)cc2)o1 | 2%[46 µM]
CCOC(=O)c1c(C)oc2nc(C)nc(NCCCN3CCN(c4cc(Cl)ccc4C)CC3)c12 | -10%[46 µM]
CCCCn1c(=N)c(S(=O)(=O)c2ccccc2)cc2c(=O)n3cccc(C)c3nc21 | -3%[46 µM]
CCCS(=O)(=O)N1CCC(C(=O)NCCOC)CC1 | 6%[46 µM]
Cc1nn(C(=O)c2cccc(Cl)c2)c(C)c1S(=O)(=O)N1CCOCC1 | -5%[46 µM]
COc1cccc(C(=O)Nc2ccccc2C(=O)OCc2cc(=O)n3c(C)csc3n2)c1 | 5%[46 µM]
Cc1cc(C)c(NC(=O)CSc2nc(=O)n(Cc3ccncc3)c3c2CCC3)c(C)c1 | -4%[46 µM]
CCOC(=O)c1c(C)oc2nc(C)nc(NCC3CCN(Cc4cccc(C)c4)CC3)c12 | 5%[46 µM]
CC(=O)c1ccc(NC(=O)c2cc(C3CC3)nc3c2c(C)nn3-c2ccc(C)cc2)cc1 | 0%[46 µM]
Cc1nn(-c2ccc(N3CCCCC3)nn2)c(C)c1CCC(=O)NCc1ccc(OC(C)C)cc1 | 5%[46 µM]
CC1CCN(C(=O)c2cccc(NC(=O)c3nsc4ccccc34)c2)CC1 | -11%[46 µM]
COc1ccc(N2CCN(S(=O)(=O)c3ccc(-c4coc(C)n4)cc3)CC2)cc1 | -4%[46 µM]
CCOc1ccccc1CNC(=O)CCc1c(C)nn(-c2ccc(N3CCOCC3)nn2)c1C | -4%[46 µM]
COc1ccc(-c2nc(SCC(=O)NC(C)CCc3ccccc3)n[nH]2)cc1 (stereo not given) | -2%[46 µM]
COc1ccc(OC)c(CCNC(=O)c2cnn(-c3ccccc3Cl)c2C2CCN(C(=O)OC(C)(C)C)CC2)c1 | -13%[46 µM]

5 entries from above, arranged by length of the SMILES, smallest number first:
SMILES | LMNA splice mod
CCc1nn2c(=O)cc(COC(=O)C(CC)c3ccccc3)nc2s1 (stereo not given) | -8%[46 µM]
COc1ccc(-c2nc(SCC(=O)NC(C)CCc3ccccc3)n[nH]2)cc1 (stereo not given) | -2%[46 µM]
CCCCn1c(=N)c(S(=O)(=O)c2ccccc2)cc2c(=O)n3cccc(C)c3nc21 | -3%[46 µM]
Cc1nn(-c2ccc(N3CCCCC3)nn2)c(C)c1CCC(=O)NCc1ccc(OC(C)C)cc1 | 5%[46 µM]
COc1ccc(OC)c(CCNC(=O)c2cnn(-c3ccccc3Cl)c2C2CCN(C(=O)OC(C)(C)C)CC2)c1 | -13%[46 µM]

Back to the main list, starting 4 compounds before the break.
SMILES | LMNA splice mod
COc1ccc(N2CCN(S(=O)(=O)c3ccc(-c4coc(C)n4)cc3)CC2)cc1 | -4%[46 µM]
CCOc1ccccc1CNC(=O)CCc1c(C)nn(-c2ccc(N3CCOCC3)nn2)c1C | -4%[46 µM]
COc1ccc(-c2nc(SCC(=O)NC(C)CCc3ccccc3)n[nH]2)cc1 (stereo not given) | -2%[46 µM]
COc1ccc(OC)c(CCNC(=O)c2cnn(-c3ccccc3Cl)c2C2CCN(C(=O)OC(C)(C)C)CC2)c1 | -13%[46 µM]
COc1cccc(CNC(=O)c2ccc(CNS(=O)(=O)c3ccc(C)cc3)cc2)c1 | ?
C=CCc1cccc2cc(-c3nc4ccc(C(=O)O)cc4[nH]3)c(=O)oc12 | ?
CCn1c(=O)cc(SCC(=O)NCc2ccc(Cl)cc2)c2ccccc21 | ?
Cc1cccc(N2CCN(C(=O)CCSCc3ccccc3F)CC2)c1C | -22%[46 µM]
Cc1ccc(NC(=O)N2CCN(C(=O)c3nsc4ccccc34)CC2)cc1C | ?
CCCCc1nn2c(=O)cc(COC(=O)c3cccc(NC(=O)CCc4ccccc4)c3)nc2s1 | -13%[46 µM]
Cc1ccc(/C=C/c2onc(C)c2S(=O)(=O)N2CCC(C(=O)N(CCC(C)C)Cc3ccco3)CC2)cc1 | 7%[46 µM]
Cc1ccc(CNC(=O)CSc2nc3ccsc3c(=O)n2-c2ccc(C(=O)O)cc2)cc1 | 16%[46 µM]
Cc1ccc(-n2ncc3c(N4CCN(CCO)CC4)ncnc32)cc1Cl | -15%[46 µM]
CC(C)Cn1cc(NC(=O)N2CCN(c3cccc(Cl)c3)CC2)c2ccccc2c1=O | -6%[46 µM]
Cc1ccc(CCNC(=O)c2cc3n(n2)CCCN(Cc2ccc(C)cc2)C3=O)cc1 | -6%[46 µM]
Cc1cccc(NC(=O)Cn2c(=O)ccc3cc(S(=O)(=O)N4CCCC4)ccc32)c1C | 7%[46 µM]
COc1cccc(-c2nc(SC(C(C)=O)C(=O)N(C)C)c3c(=O)n(C)c(=O)n(C)c3n2)c1 (stereo not given) | ?
CCOc1ccccc1Nc1nnc(-c2cc3cc(OC)ccc3oc2=O)s1 | 17%[46 µM]
CCN(CC)C(=O)c1ccccc1NC(=O)c1cccc(S(=O)(=O)N2CCC(C)CC2)c1 | -15%[46 µM]
CC(Oc1ccccc1)C(=O)Nc1ccccc1C(=O)OCc1cc(=O)n2nc(C3CC3)sc2n1 (stereo not given) | 3%[46 µM]
CCn1c(SCC(=O)Nc2ccccc2C(=O)OC)nc2ccsc2c1=O | -11%[46 µM]
COc1cccc(-c2ccc3c(N)c(C(=O)Nc4ccccc4C)sc3n2)c1 | -17%[46 µM]
CCOc1ccc(C2c3c(oc4ccc(C)cc4c3=O)C(=O)N2CCCN2CCOCC2)cc1 (stereo not given) | -4%[46 µM]
Cc1cccc(CNC(=O)CS(=O)(=O)c2cccc3nsnc23)c1 | ?
Cc1ccc2[nH]c(CSc3nnc(NC(=O)c4ccccc4F)s3)cc(=O)c2c1 | ?
CCc1cccc(NC(=O)CN2C=NS(=O)(=O)c3ccccc32)c1 | 4%[46 µM]
CCOC(=O)c1[nH]c(C)c(CCC(=O)N2CCN(c3cccc(OC)c3)CC2)c1C | -8%[46 µM]
CCOC(=O)c1c(S(=O)(=O)N2CCC(C(=O)NCc3cccc(OC)c3)CC2)c(C)n(C)c1C | ?
CC(C)CCNC(=O)c1ccc2c(c1)N(Cc1cccc(Cl)c1)C(=O)c1ccccc1S2 | -23%[46 µM]
CC(C)Cn1cc(NC(=O)NCc2ccc(Cl)cc2)c2ccccc2c1=O | -10%[46 µM]
COC(=O)c1ccc2c(=O)n(CCCCCC(=O)N3CCN(c4cc(Cl)ccc4C)CC3)c(=O)[nH]c2c1 | ?
Cc1ccc(C(=O)N2CCc3cc(CNS(=O)(=O)c4ccc(Cl)s4)ccc32)cc1 | ?
O=S(=O)(NCc1nc2cccnc2n1Cc1ccccc1Cl)c1ccc2c(c1)CCCC2 | -12%[46 µM]
CC(C)C(=O)OCc1cc(=O)n2nc(C3CC3)sc2n1 | ?
CCc1ccc(NC(=O)N2CCN(C(=O)c3nsc4ccccc34)CC2)cc1 | ?
Cc1oc2ncnc(N3CCCCC3)c2c1C(=O)N1CCN(c2cccc(C(F)(F)F)c2)CC1 | -13%[46 µM]
Cc1nn(S(=O)(=O)c2ccc(Cl)cc2)c(C)c1S(=O)(=O)N1CCCCCC1 | -12%[46 µM]
CCn1nc(C)c(CCN(C)C(=O)Nc2cc(Cl)c(OC)cc2OC)c1C | -3%[46 µM]
COc1cccc2sc(N(Cc3cccnc3)C(=O)C3COc4ccccc4O3)nc12 (stereo not given) | -29%[46 µM]
COC(=O)c1c(-c2ccc(Cl)cc2)noc1N1CCN(c2ccc(C)cc2C)CC1 | ?
CCN(Cc1ccccc1)S(=O)(=O)c1ccc(-c2coc(C)n2)cc1 | ?
Cc1cccc(CNC(=O)CCCN2C(=O)CCn3nc(-c4cccn4C)cc32)c1 | 11%[46 µM]
COc1cccc(Cn2c(CNC(=O)CCc3ccccc3)nc3cccnc32)c1 | 4%[46 µM]
Cn1ncc(C(=O)N2CCN(c3ccc(F)cc3)CC2)c1C1CCN(C(=O)OC(C)(C)C)CC1 | 11%[46 µM]
O=C(COc1ccccc1)Nc1c(C(=O)N2CCN(c3ccc(F)cc3)CC2)oc2ccccc12 | 1%[46 µM]
CCCNC(=O)Cn1nc(-c2ccc(OC)cc2)c2cnc3ccc(F)cc3c21 | -13%[46 µM]
Cc1cc(C)cc(NC(=O)Cn2cc(C(=O)c3ccncc3)c(=O)c3cc(C)c(C)cc32)c1 | ?

A portion of the library; rates above refer to the full screens.
